NALP1 inh: blocks the NALP1 inflammasome reconstituted in yeast; S. cerevisiae NALP1/ASC/caspase-1 growth, X-gal OD620, 72 h; inhibition, % at 10 µM; hit rate 0.61% among 280,000; in the data active means inhibition mostly above about 24%, no sharp cut-off; inactive means mostly below about 32%; further: some compounds called inactive have numbers as strong as hits
MEKK2 WT-MEK5: raises or lowers MEK5 binding to wildtype human MEKK2 PB1 domain; bead flow cytometry, Alexa488-MEK5 binding to MEKK2 WT; actives lie on both sides; Q9Y2U5; hit rate 1.1% among 290,000; binding response (% of control), % at 10 µM; in the data active means binding response below about 67% or above about 130%
FID counter: counter-screen for HCV NS3 helicase inhibitors: DNA intercalator displacement | DNA fluorescent intercalator displacement, fluorescence | inhibition, % at 7.9 µM | hit rate 0.17% among 290,000; in the data active means inhibition above about 37%;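 further: 0% = vehicle and 100% = reference compound; higher means more ethidium bromide displaced from hairpin DNA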
M18AAP inhibitor: PfM18AAP enzyme inhibition | hit rate 1.2% among 290,000 | inhibition, % at 7.35 µM | recombinant PfM18AAP, H-Glu-NHMec fluorogenic cleavage;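 active means inhibition above the campaign mean inhibition over all tested compounds plus 3 SD, cut at about 28% in these data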;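 further: 0% = plate median of test compound wells and 100% = 2 mM ZnCl2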
GPR7 antag: blocks human GPR7 receptor signaling; AID 1861; P48145; GPR7-expressing cells, fluorescence antagonist assay; inhibition, % at 4.4 µM; hit rate 1.1% among 290,000; in the data active means inhibition above about 16%, passing the limit was not always enough;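 further: cells stimulated with the agonist NPW; 0% = agonist with vehicle and 100% = vehicle without agonist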
Target sequence (P48145 whole entry, looked up): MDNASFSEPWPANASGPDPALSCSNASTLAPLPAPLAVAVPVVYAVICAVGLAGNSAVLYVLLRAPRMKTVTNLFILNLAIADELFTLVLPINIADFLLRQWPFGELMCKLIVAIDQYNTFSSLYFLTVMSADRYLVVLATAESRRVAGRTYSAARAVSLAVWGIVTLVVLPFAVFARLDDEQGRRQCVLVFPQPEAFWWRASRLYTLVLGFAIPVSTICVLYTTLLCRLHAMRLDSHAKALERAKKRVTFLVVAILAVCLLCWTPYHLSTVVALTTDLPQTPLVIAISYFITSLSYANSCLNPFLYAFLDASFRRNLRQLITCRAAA
MEKK2mut PB1 HTS: signal of MEK5 binding to mutant human MEKK2 PB1 domain; bead flow cytometry, Alexa488-MEK5 binding to MEKK2 mutant; percent response, % at 10 µM; hit rate 0.35% among 290,000; in the data active means percent response above about 24%, passing the limit was not always enough; further: inactives centre near 1; some results filed as inactive read as strong as hits; reference of the scale not given here
MEKK3 PB1 HTS: MEKK3-MEK5 PB1 interaction, increase or decrease | AID 1529 | Q99759 | bead-based flow cytometry, Alexa488-MEK5 binding to MEKK3; actives lie on both sides; 0 = blocked by unlabeled MEK5, 100 = vehicle | hit rate 1.4% among 290,000 | binding response (% of control), % at 10 µM;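 active means binding response more than 3 SD above or below the average of its plate-row segment, actives on both sides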;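 further: Alexa488 bead fluorescence after subtracting the streptavidin-only scavenger bead signal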
OXTR ag: human OXTR agonism; activation, % at 3 µM; hit rate 0.32% among 320,000; P30559; CHO-OTR cells, Fluo-8 calcium fluorescence; normalized: DMSO 0%, oxytocin 100%;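 active means activation above the mean of all tested compounds plus 3 SD, cutoff set per screening run, cut at about 20% in these data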;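 further: peak over basal fluorescence ratio from a 100 s FLIPR kinetic read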
Target sequence (P30559 whole entry, looked up): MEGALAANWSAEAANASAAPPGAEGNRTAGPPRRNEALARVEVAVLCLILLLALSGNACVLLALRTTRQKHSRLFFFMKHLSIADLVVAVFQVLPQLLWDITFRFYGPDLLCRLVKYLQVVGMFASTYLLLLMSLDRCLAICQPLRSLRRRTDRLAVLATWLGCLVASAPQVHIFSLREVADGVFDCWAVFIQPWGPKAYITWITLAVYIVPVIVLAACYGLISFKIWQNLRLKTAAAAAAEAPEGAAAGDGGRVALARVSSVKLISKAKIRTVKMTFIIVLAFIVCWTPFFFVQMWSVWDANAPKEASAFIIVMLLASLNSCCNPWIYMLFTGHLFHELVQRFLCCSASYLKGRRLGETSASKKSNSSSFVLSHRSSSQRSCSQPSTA
PHOSPHO1 block: blocks human PHOSPHO1 phosphatase activity; Q8TCT1; recombinant PHOSPHO1, absorbance phosphatase assay; inhibition, % at 13.3 µM; hit rate 1.1% among 290,000; AID 1565; in the data active means inhibition above about 60%
Target sequence (Q8TCT1 whole entry, looked up): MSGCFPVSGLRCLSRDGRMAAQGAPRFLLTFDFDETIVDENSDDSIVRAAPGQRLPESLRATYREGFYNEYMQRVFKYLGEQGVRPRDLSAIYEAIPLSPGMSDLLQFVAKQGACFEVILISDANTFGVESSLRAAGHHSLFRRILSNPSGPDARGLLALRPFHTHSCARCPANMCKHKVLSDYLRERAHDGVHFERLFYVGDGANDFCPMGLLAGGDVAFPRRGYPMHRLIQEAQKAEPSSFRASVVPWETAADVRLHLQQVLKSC
* marks the source's active call; other numbers are inactive results; · = not tested or not shown; [ ] = dose if it differs, or a comment.

SMILES	NALP1 inh	MEKK2 WT-MEK5	FID counter	M18AAP inhibitor	GPR7 antag	MEKK2mut PB1 HTS	MEKK3 PB1 HTS	OXTR ag	PHOSPHO1 block
CCCn1c(=N)n(CC(=O)C(C)(C)C)c2ccccc21	12	104	0	9	-25	9	106	-2.0	6
CC1CC(=O)N(CC(=O)Nc2ccccc2F)c2ccccc2S1(=O)=O (stereo unspecified)	11	102	-4	-1	-6	2	101	-0.1	40
Cn1nc(C(=O)Nc2nc3ccccc3[nH]2)ccc1=O	-8	99	-1	0	0	1	97	-0.1	1
O=C(CN1N=C(c2ccccc2)CCC1=O)NCCCN1CCc2ccccc2C1	16	104	9	4	-8	0	113	-1.5	9
COc1ccc(-n2ncc3c(NCCCN4CCOCC4)ncnc32)cc1	12	107	2	-5	-11	1	101	-0.6	-6
CCOc1cccc(=O)c2c(C)n(Cc3ccco3)c(C)c12	-17	95	-13	11	-7	-3	104	-1.2	1
O=[N+]([O-])c1[nH]cnc1/C=C/c1ccccc1	-11	94	6	4	-7	-5	91	0.9	3
Cc1nnc(SCC(=O)N/N=C/c2cc(Cl)c(O)c(Cl)c2)s1	·	98	-2	0	-13	7	98	-0.5	-1
CCCc1c(C(=O)Nc2ccc(OC)cc2)cnn1-c1ccccc1	32	108	-23	4	-20	2	106	-0.7	-6
CCOC(=O)C1CCCN(C(=O)c2cc3ncc(Br)cn3n2)C1 (stereo unspecified)	13	107	-7	2	-8	1	108	0.4	28
COc1ccc(NC(=S)NCc2ccc(Cl)cc2)c(OC)c1	5	93	-10	2	13	-1	105	-0.1	25
COc1cc(C(=O)NCCC(=O)NCCc2ccc(Cl)cc2)cc(OC)c1OC	24	97	-21	-2	-2	-1	96	-0.2	3
O=C(CC1CCCCC1)Nc1ccccc1-c1ccccc1	5	104	-13	-8	-8	4	100	-2.2	-2
Cc1nc(N)nc(N/N=C/c2ccccc2)n1	10	100	-10	0	-17	-2	103	0.5	24
O=C(Nc1ccc2oc(-c3ccccc3)nc2c1)c1ccccc1F	0	94	-10	4	5	2	104	1.3	9
O=C(CSc1ccccc1C(=O)NCc1ccccc1)NC1CCCCCCC1	24	101	-35	2	0	0	131*	0.8	4
COc1ccc(NC2CC(=O)NC2=O)cc1 (stereo unspecified)	-1	104	5	0	-10	3	106	-0.6	11
CN(C)C(CNC(=O)CCS(=O)(=O)c1ccccc1)c1ccccc1 (stereo unspecified)	10	107	-1	0	2	9	104	0.3	18
COc1cc([C@H]2[C@@H]3CCCC[C@]3(O)CCN2CC(=O)Nc2ccc(C)cc2)ccc1O	-10	94	9	6	2	-1	98	2.8	14
CC(C)C(=O)Nc1ccc(C(=O)NNC(=O)c2cccs2)cc1	18	93	-5	2	9	-3	93	-1.1	-2
C=CCNC(=S)N/N=C(\C)c1cc(OC)c(OC)c(OC)c1	19	106	-9	-1	-4	0	137*	-1.2	1
CC1(C)CC(=O)C=C(NCCN2CCN(C(=O)Nc3ccc(Cl)cc3)CC2)C1	-3	105	-14	1	-14	6	102	-0.6	-13
O=C(N/N=C/c1c(Nc2cccc(C(F)(F)F)c2)nc2ccccn2c1=O)c1ccccc1	-4	99	-3	0	-5	2	103	·	-30
Cc1cccc(-n2ncc3c(NCc4ccccc4)ncnc32)c1	16	100	-7	2	14	5	102	-1.2	-6
O=CN1N=C(c2ccccc2)CC1c1ccccc1[N+](=O)[O-] (stereo unspecified)	34	102	-4	-2	-5	-1	102	-1.3	2
Cc1ccc(-n2nnnc2SCC(=O)NC2CCCc3ccccc32)c(C)c1 (stereo unspecified)	32	97	-23	-3	-8	0	100	-1.8	-9
Cc1ccc(S(=O)(=O)C2(C(=O)Nc3nccs3)CC2)cc1	·	111	-4	0	-1	5	111	0.0	15
O=C(CN1C(=O)NC2(CCCCC2)C1=O)Nc1cccc(S(=O)(=O)N2CCOCC2)c1	-11	99	-10	1	-1	2	101	0.0	7
COc1ccc(-c2nc(CS(=O)CC(=O)NC3CCCCCC3)c(C)o2)cc1 (stereo unspecified)	7	102	-46	1	-15	0	101	0.2	65*
CCOc1ccc(C)cc1S(=O)(=O)n1ccc(C)n1	13	103	-2	-1	-10	6	105	-0.4	-2

Continued, starting with the last 7 of the part before.
SMILES	NALP1 inh	MEKK2 WT-MEK5	FID counter	M18AAP inhibitor	GPR7 antag	MEKK2mut PB1 HTS	MEKK3 PB1 HTS	OXTR ag	PHOSPHO1 block
Cc1cccc(-n2ncc3c(NCc4ccccc4)ncnc32)c1	16	100	-7	2	14	5	102	-1.2	-6
O=CN1N=C(c2ccccc2)CC1c1ccccc1[N+](=O)[O-] (stereo unspecified)	34	102	-4	-2	-5	-1	102	-1.3	2
Cc1ccc(-n2nnnc2SCC(=O)NC2CCCc3ccccc32)c(C)c1 (stereo unspecified)	32	97	-23	-3	-8	0	100	-1.8	-9
Cc1ccc(S(=O)(=O)C2(C(=O)Nc3nccs3)CC2)cc1	·	111	-4	0	-1	5	111	0.0	15
O=C(CN1C(=O)NC2(CCCCC2)C1=O)Nc1cccc(S(=O)(=O)N2CCOCC2)c1	-11	99	-10	1	-1	2	101	0.0	7
COc1ccc(-c2nc(CS(=O)CC(=O)NC3CCCCCC3)c(C)o2)cc1 (stereo unspecified)	7	102	-46	1	-15	0	101	0.2	65*
CCOc1ccc(C)cc1S(=O)(=O)n1ccc(C)n1	13	103	-2	-1	-10	6	105	-0.4	-2
CCCCNC(=O)n1c(SC)nc2ccccc21	16	106	-1	0	-16	9	111	1.5	10
COC(=O)c1cc(S(=O)(=O)NCC2CCN(Cc3cc(C)ccc3C)CC2)c[nH]1	13	102	21	-17	0	-2	95	-0.1	34
CCCN(CCC)C(=O)Cc1ccc(F)cc1	13	88	-4	-4	-1	-11	84	-0.8	20
CCN(CC)C(=O)C(=O)c1cc(C)n(-c2ccc(F)cc2)c1C	26	80	-21	-1	-4	-9	83	-1.5	40
COc1ccc(C2CC(c3cccc(OC)c3OC)n3nnnc3N2)cc1 (stereo unspecified)	4	100	-22	-12	1	6	105	0.7	10
O=C1c2ccccc2C(=O)N1COc1ccc(S(=O)(=O)N2CCOCC2)cc1[N+](=O)[O-]	6	99	-2	-1	-9	1	100	0.7	36
CC(C)c1ccc(/C=N/N2CCCCC2)cc1	4	97	7	2	-8	-5	101	1.8	28
CC(C)(C)C(=O)CNCC(=O)C(C)(C)C	24	79	7	2	-14	-12	91	0.1	17
Cc1ccc(C(=O)OCn2ncc(Cl)c(Cl)c2=O)cc1	-7	99	-1	4	7	0	99	-2.0	-152
Cc1ccc(S(=O)(=O)N(CC(=O)N2CCC(C(N)=O)CC2)Cc2ccc(F)cc2)cc1	2	103	-20	-8	-1	6	105	-1.3	-20
Cc1ccc(-c2oc3ncnc(N)c3c2-c2ccc(C)cc2)cc1	-2	97	-3	-14	19	-8	97	-0.4	31
CCOC(=O)N1CCc2c(sc3ncn(C)c(=O)c23)C1	9	106	-4	3	-14	2	105	-0.6	13
CC(C)N1CCN(Cc2nc3c(s2)CCCC3)CC1CCO (stereo unspecified)	1	·	1	-2	-13	·	·	1.3	15
CCOC(=O)C1CCN(S(=O)(=O)c2c(C)[nH]c(C)c2C(=O)N2CCCCC2)CC1	9	107	-13	-3	-10	1	104	0.3	-5
COc1cccc(C(=O)Oc2ccccc2/C=C\C(=O)c2cc3ccccc3o2)c1	10	117	-2	11	6	7	100	·	-9
CCOC(=O)c1cc(-c2ccc3c(c2)OCCO3)nc2c1c(C)nn2CCC#N	10	100	-19	-5	-4	-2	95	-1.9	19
O=C(c1cccnc1)N1CCN(S(=O)(=O)c2cccc(Cl)c2)CC1	-3	110	-13	2	-1	6	105	·	36
O=C(NC(=S)Nc1cnc2ccccc2c1)c1ccccc1	-7	100	-17	4	-2	1	104	0.0	43
CC(=O)NCCc1nc2ccccc2n1CCc1ccccc1	15	102	13	-5	0	-6	104	·	41
COc1ccccc1CNS(=O)(=O)c1ccc2c(c1)CCCN2C(C)=O	-10	101	-19	-4	-5	6	102	3.8	14
c1ccc(C2C3=C(Nc4ncnn42)c2ccccc2CCC3)cc1 (stereo unspecified)	-1	109	-10	11	1	8	108	-0.6	9
Cc1cc(C)c(NC(=O)Nc2ccccc2)c(Cl)c1	30	92	5	1	8	-6	89	-2.0	4
COC(C[C@@H](O)[C@H](C)[C@H](O)COCc1ccccc1)OC	·	111	·	·	·	3	104	·	22
CCOc1cccc(C2c3c(oc4cc(C)c(C)cc4c3=O)C(=O)N2CCCN(C)C)c1 (stereo unspecified)	10	99	21	-9	-6	1	95	·	25
CN(Cc1ccccc1)C(=O)C1CCN(S(=O)(=O)c2cccc3nonc23)CC1	17	97	-26	-12	-7	-1	100	0.7	12
Cc1ccoc1C(=O)NCCNc1ccc(Cl)cc1[N+](=O)[O-]	22	97	-2	4	-3	-2	97	-3.0	8
O=C(Cn1c2c(c(-c3ccccc3Cl)cc1=O)CCC2)NCC1CCCO1 (stereo unspecified)	·	99	-19	-1	-13	6	102	-0.9	32
COc1ccc(CC(NC(C)=O)C(=O)NC2CCN(c3ncccc3[N+](=O)[O-])CC2)cc1 (stereo unspecified)	15	94	-10	1	-13	-2	103	0.8	20
COc1ccc(CNC(=O)C(OC(=O)c2ccco2)c2ccc(OC)cc2)cc1 (stereo unspecified)	6	104	-24	1	-11	4	111	0.2	-8
Fc1cccc(Cl)c1CNCc1cccnc1	-2	96	-3	-6	1	-1	98	-1.0	·
Cc1ccc(S(=O)(=O)NCC(=O)Nc2ccc3c(c2)OCCO3)cc1	20	96	-14	-2	0	-9	98	1.0	-6
Cc1nn(-c2ccccc2)c(NC(=O)C(C)C)c(-c2ccccc2)c1=O	·	94	0	2	-6	-7	89	0.8	-1
CC(=O)Nc1ccc(OCC(O)CN2CCN(c3ccc(Cl)cc3)CC2)cc1 (stereo unspecified)	-54	110	-2	6	-8	7	109	8.7	-6
Cc1ccc(C(=O)Nc2nnn(C)n2)cc1	-11	97	2	-15	-2	-7	96	0.1	-4
CCOC(=O)Cc1csc(NC(=O)CSc2nc(C)cc(=O)[nH]2)n1	1	61*[inhibitor]	-7	-4	-4	-8	58*[inhibitor]	-0.7	-46
CCSC1=N/C(=C\c2cccnc2)C(=O)N1c1ccccc1	40	102	-14	0	-20	-1	101	-2.0	-29
CC(C)(C)C1(O)CC(C(F)(F)F)=NN1C(=O)CCc1ccccc1 (stereo unspecified)	13	96	-5	-8	-2	-3	95	-2.7	41
CCS(=O)(=O)c1nc(S(=O)(=O)c2ccc(Cl)cc2)c(NCc2ccccn2)s1	7	99	2	-6	12	-4	95	0.0	-10
O=c1[nH]c(SCc2ccc(Cl)cc2)nc2[nH]ncc12	11	102	-3	13	-12	4	103	1.2	-3
COc1ccccc1N1CCN(C(=O)CCc2nnc3ccc(N4CCOCC4)nn23)CC1	-10	99	-42	-2	-5	-4	98	-0.5	32
CCOc1ccc(CNC(=O)C2CCCN(c3nnc(C)c4c(C)n(-c5ccccc5)nc34)C2)cc1 (stereo unspecified)	20	105	18	2	-12	2	101	-2.3	22
COc1ccccc1C1=NNC(=Nc2cccc(S(=O)(=O)N(C)C)c2)SC1	8	79	-9	2	-5	-12	88	0.5	52
CCOCCCNC(=O)C(c1ccc(OC)cc1)N(Cc1cccs1)C(=O)c1ccccc1O (stereo unspecified)	0	108	-23	4	-11	7	108	0.7	-31
O=c1cc(N2CCN(c3ccc(F)cc3)CC2)[nH]c(=O)n1C1CCCCC1	-5	104	-4	-1	-3	8	100	2.5	22
COc1ccc(NC(=O)COC(=O)C2CC(=O)N(c3ccc(C)cc3)C2)cc1 (stereo unspecified)	-3	104	-18	-12	-7	0	102	0.6	40
COc1ccc(C(=O)NCC2(c3ccc(OC)c(OC)c3)CCCC2)c(OC)c1	-8	105	-38	2	10	1	103	-2.0	24

Screening results as filed in PubChem.
